# Assay outcomes deposited in PubChem BioAssay by Broad Institute.
# TcdB inh: TcdB glycohydrolase inhibitors, primary screen, biochemical, single point, plate reader. Toxin B (Clostridioides difficile), P18177. inhibition, % at 9.99 µM. 350,000 tested, 0.24% active. TcdB glycohydrolase enzymatic assay; in the data active = inhibition above about 10%
# * marks the source's active call; other numbers are inactive results; & = joins results of further samples. Only part of the results is shown; count on the stated rates, not on these rows.
SMILES,TcdB inh
CN1[C@H](C(=O)NC2Cc3ccccc3C2)[C@@H](CO)[C@@H]2Cn3c(ccc(-c4ccncc4)c3=O)[C@@H]21,-0.8
C[C@H]1CN([C@@H](C)CO)C(=O)c2cc(NC(=O)C3CC3)ccc2O[C@H]1CN(C)CC1CC1,-1.3
C[C@H](CO)N1C[C@H](C)[C@H](CN(C)Cc2cccnc2)OCc2ccccc2-c2ccccc2C1=O,-1.7
CC(C)NC(=O)N(C)C[C@H]1Oc2ncc(C#CC3(O)CCCC3)cc2C(=O)N([C@H](C)CO)C[C@H]1C,-0.3
C[C@@H]1CN([C@H](C)CO)C(=O)c2cccc(NC(=O)C3CC3)c2O[C@@H]1CN(C)S(=O)(=O)c1ccccc1,0.5
COc1ccc(NC(=O)N(C)C[C@H]2OCCCC[C@@H](C)Oc3ccc(NC(=O)Nc4ccc5c(c4)OCO5)cc3C(=O)N([C@H](C)CO)C[C@@H]2C)cc1,0.4
CCC(=O)N1[C@H](CO)[C@H](c2ccccc2-c2ccccc2)[C@@H]1C#N,-1.7
O=C(NCC[C@@H]1CC[C@@H](NC(=O)c2ccc3c(c2)OCO3)[C@@H](CO)O1)Nc1cc(F)ccc1F,-0.2
Cc1cccc(-c2ccc([C@@H]3[C@H](CO)N4CCCCN(S(=O)(=O)c5cccs5)C[C@@H]34)cc2)c1,0.0
C[C@@H]1CN([C@@H](C)CO)C(=O)c2cc(Br)cnc2O[C@@H]1CN(C)C(=O)c1ccc(F)cc1,0.0&1.6
C[C@@H]1CCCCO[C@@H](CN(C)C(=O)Nc2ccc(F)cc2)[C@H](C)CN([C@@H](C)CO)C(=O)c2cc(NC(=O)NC3CCCCC3)ccc2O1,0.1
O=C(C[C@H]1CC[C@H]2[C@@H](COC[C@@H](O)CN2S(=O)(=O)c2ccc(F)cc2)O1)N[C@@H]1CCN(Cc2ccccc2)C1,0.5&1.2
C/C=C/c1cnc2c(c1)C(=O)N([C@H](C)CO)C[C@@H](C)[C@@H](CN(C)C(=O)c1cccc(F)c1)O2,1.7
CO[C@H](CN(C)S(=O)(=O)c1ccc(F)cc1)[C@H](C)CN([C@@H](C)CO)S(=O)(=O)c1cccc(Cl)c1,2.4
COc1cccc(NC(=O)N2[C@@H]3CNC[C@H]2C3c2ccc(/C=C/c3ccccc3)cc2)c1 (some centres not stated),-2.8&-1.9
CCS(=O)(=O)NCC[C@H]1CC[C@@H](NS(=O)(=O)c2ccccc2C)[C@H](CO)O1,1.1
O=C(C[C@@H]1CC[C@@H]2[C@H](COC[C@H](O)CN2S(=O)(=O)c2ccccc2)O1)NCCN1CCCCC1,-0.6
CCC(=O)N(C)C[C@@H]1Oc2ncc(C#Cc3cccnc3)cc2C(=O)N([C@@H](C)CO)C[C@H]1C,-0.1
C[C@@H]1CN([C@H](C)CO)C(=O)c2cc(NC(=O)c3ccncc3)ccc2O[C@@H]1CN(C)C(=O)Nc1ccc(C(F)(F)F)cc1,2.3
Cc1ccc(S(=O)(=O)N(C)C[C@H]2OCCCC[C@H](C)Oc3ccc(NC(=O)c4ccccc4)cc3C(=O)N([C@H](C)CO)C[C@@H]2C)cc1,1.3
CO[C@@H]1CN(C)C(=O)c2cc(NC(C)=O)ccc2OC[C@H](C)N(Cc2ccccn2)C[C@H]1C,0.6
CCC(=O)N1C[C@H](C)[C@H](OC)CN(C)C(=O)c2ccc(NC(=O)c3cnccn3)cc2OC[C@H]1C,0.4
COc1ccccc1NC(=O)N[C@H]1CC[C@H](CC(=O)N[C@H](C)c2ccccc2)O[C@H]1CO,-0.3
CO[C@H]1CN(C)C(=O)c2cc(NC(=O)Nc3ccccc3F)ccc2OC[C@H](C)N(Cc2ccccc2C(=O)O)C[C@@H]1C,0.4
COc1cccc(S(=O)(=O)N[C@H]2CC[C@@H](CC(=O)NC3CCC3)O[C@H]2CO)c1,-0.6
SMILES,TcdB inh
COCC(=O)N1C[C@H](C)[C@H](OC)CN(C)C(=O)c2cc(NC(=O)Nc3cccc(F)c3)ccc2OC[C@@H]1C,-0.4&0.0
CC(=O)NC[C@H]1[C@@H](c2ccc(-c3ccccc3)cc2)[C@@H](CO)N1C(=O)C1CC1,-2.5
COc1ccc(C2=Nc3ccccc3N(C(=O)c3cc(Cl)cc(Cl)c3)C2C(=O)NCc2ccccc2)cc1 (configuration not stated),0.0
O=C(CC1CC1)N[C@@H]1CC[C@@H](CCNS(=O)(=O)c2ccc(Cl)cc2)O[C@@H]1CO,-0.9
C[C@H](CO)N1C[C@H](C)[C@H](CN(C)CC2CC2)Oc2cc(-c3ccc(C#N)cc3)ccc2S1(=O)=O,0.7
C[C@H](CO)N1C[C@H](C)[C@H](CN(C)Cc2ccccn2)Oc2cc(-c3cncnc3)ccc2S1(=O)=O,-2.0
C[C@H]1CN([C@@H](C)CO)C(=O)Cc2cc(NS(C)(=O)=O)ccc2O[C@H]1CN(C)Cc1ccc2c(c1)OCO2,0.0
C[C@H]1CN([C@@H](C)CO)C(=O)c2cc(NS(=O)(=O)c3cccs3)ccc2O[C@@H]1CN(C)C(=O)Nc1ccc2c(c1)OCO2,0.5
COc1ccccc1S(=O)(=O)N[C@H]1CC[C@@H](CCn2cc(C3CC3)nn2)O[C@@H]1CO,-0.1
CC(C)NC(=O)N1[C@H](CO)[C@H]2c3ccccc3NC[C@H]21,-0.4
CC(C)NC(=O)N(C)C[C@@H]1OCCCC[C@@H](C)Oc2ccc(NC(=O)CCC(F)(F)F)cc2C(=O)N([C@@H](C)CO)C[C@H]1C,0.2
CCNC(=O)[C@@H]1[C@@H](CO)[C@@H]2Cn3c(ccc(/C=C/c4ccccc4)c3=O)[C@H]1N2C(=O)c1ccncc1,1.2
COCC(=O)Nc1ccc2c(c1)C(=O)N(C)[C@@H]1CC[C@H](CC(=O)NCC3CC3)O[C@@H]1CO2,0.2
COc1ccc(NC(=O)Nc2ccc3c(c2)C(=O)N([C@@H](C)CO)C[C@@H](C)[C@H](CN(C)Cc2ccc(C(=O)O)cc2)O3)cc1,0.6
C[C@@H]1CN([C@@H](C)CO)C(=O)c2cc(NC(=O)Nc3ccc(C(F)(F)F)cc3)ccc2O[C@H]1CN(C)S(=O)(=O)c1cn(C)cn1,1.2
C/C=C/c1ccc2c(c1)O[C@H](CN(C)C(=O)c1cccnc1)[C@@H](C)CN([C@H](C)CO)S2(=O)=O,-0.2
O=C(C[C@H]1CC[C@@H](NC(=O)c2ccc(F)cc2)[C@@H](CO)O1)NCCc1ccncc1,-1.5
CCCCOCC1CN(CCCC)S(=O)(=O)c2c(cccc2N(C)S(=O)(=O)c2ccc(C)cc2)O1 (configuration not stated),-10.2
O=C1O[C@H](c2ccccc2)[C@H](c2ccccc2)N2[C@H]1[C@@H](C(=O)NC[C@H](O)c1ccccc1)[C@]1(C(=O)Nc3ccc(C#CC4=CCCCC4)cc31)[C@H]2c1ccc(OCCO)cc1,0.0
O=C1C2C=C(I)[C@H](C[C@@H]2OCCCCCCO)[C@@]12CO2,-1.4
Cc1ccc(S(=O)(=O)Nc2ccc3c(c2)CC(=O)N([C@@H](C)CO)C[C@H](C)[C@@H](CN(C)C(=O)Nc2c(C)noc2C)O3)cc1,1.5
Cc1cccc(-c2ccc([C@H]3[C@@H](CO)N4CCCCN(C(=O)c5cccnc5)C[C@@H]34)cc2)c1,-0.5
C[C@@H]1CCCCO[C@@H](CN(C)C(=O)CCCN(C)C)[C@H](C)CN([C@@H](C)CO)C(=O)c2cc(NC(=O)Nc3cccc4ccccc34)ccc2O1,1.1
COc1ccc(NC(=O)N(C)C[C@@H]2Oc3ccc(NC(=O)Nc4cccc5ccccc45)cc3C(=O)N([C@@H](C)CO)C[C@@H]2C)cc1,1.4
Cc1ccccc1-c1cnc2c(c1)C(=O)N([C@H](C)CO)C[C@@H](C)[C@@H](CN(C)C(=O)CN(C)C)O2,-1.8

# 3 records picked at random from the list so far:
SMILES,TcdB inh
C[C@H](CO)N1C[C@H](C)[C@H](CN(C)Cc2ccccn2)Oc2cc(-c3cncnc3)ccc2S1(=O)=O,-2.0
C[C@@H]1CCCCO[C@@H](CN(C)C(=O)CCCN(C)C)[C@H](C)CN([C@@H](C)CO)C(=O)c2cc(NC(=O)Nc3cccc4ccccc34)ccc2O1,1.1
Cc1cccc(-c2ccc([C@H]3[C@@H](CO)N4CCCCN(C(=O)c5cccnc5)C[C@@H]34)cc2)c1,-0.5

# The listing picks up, repeating the 6 entries before the break.
SMILES,TcdB inh
O=C1C2C=C(I)[C@H](C[C@@H]2OCCCCCCO)[C@@]12CO2,-1.4
Cc1ccc(S(=O)(=O)Nc2ccc3c(c2)CC(=O)N([C@@H](C)CO)C[C@H](C)[C@@H](CN(C)C(=O)Nc2c(C)noc2C)O3)cc1,1.5
Cc1cccc(-c2ccc([C@H]3[C@@H](CO)N4CCCCN(C(=O)c5cccnc5)C[C@@H]34)cc2)c1,-0.5
C[C@@H]1CCCCO[C@@H](CN(C)C(=O)CCCN(C)C)[C@H](C)CN([C@@H](C)CO)C(=O)c2cc(NC(=O)Nc3cccc4ccccc34)ccc2O1,1.1
COc1ccc(NC(=O)N(C)C[C@@H]2Oc3ccc(NC(=O)Nc4cccc5ccccc45)cc3C(=O)N([C@@H](C)CO)C[C@@H]2C)cc1,1.4
Cc1ccccc1-c1cnc2c(c1)C(=O)N([C@H](C)CO)C[C@@H](C)[C@@H](CN(C)C(=O)CN(C)C)O2,-1.8
COC(=O)[C@]1(Cc2ccccc2)NC=C(C(=O)c2ccccc2)[C@@H]1c1cccs1,1.3
C[C@@H]1CCCCO[C@@H](CN(C)S(=O)(=O)c2cn(C)cn2)[C@H](C)CN([C@H](C)CO)C(=O)c2cc(NS(=O)(=O)c3ccc(F)cc3)ccc2O1,0.8
C[C@@H]1CCCCO[C@@H](CN(C)C(=O)Nc2ccccc2)[C@@H](C)CN([C@@H](C)CO)C(=O)c2cc(NC(=O)c3ccccc3)ccc2O1,-0.1
Cc1cccc(S(=O)(=O)N2C[C@@H]3[C@H](c4ccccc42)[C@H](CO)N3C(=O)CC2CC2)c1,-0.5
C[C@H](CO)N1C[C@H](C)[C@@H](CN(C)Cc2ccc(Cl)c(Cl)c2)Oc2ccc(NC(=O)c3ccncc3)cc2CC1=O,-0.2
C[C@@H]1CN([C@H](C)CO)S(=O)(=O)c2ccc(-c3cccc(F)c3)cc2O[C@@H]1CN(C)S(=O)(=O)c1ccc(F)cc1,-0.4
C[C@@H]1CN([C@@H](C)CO)C(=O)c2cc(NC(=O)CCC(F)(F)F)ccc2O[C@@H]1CN(C)C,-1.0
COC(=O)c1cccc(-n2c(C)cc(O)cc2=O)c1,-0.1
CCCNC(=O)N(C)C[C@H]1Oc2ncc(C#Cc3ccccc3F)cc2C(=O)N([C@@H](C)CO)C[C@H]1C,-0.6
C[C@H]1CN([C@@H](C)CO)C(=O)Cc2cc(NS(C)(=O)=O)ccc2O[C@@H]1CN(C)Cc1ccccc1,1.5
CO[C@@H]1CN(C)C(=O)c2cc(NC(=O)C3CCC3)ccc2OC[C@H](C)N(Cc2cccnc2)C[C@@H]1C,-2.9
C[C@H](CO)N1C[C@H](C)[C@@H](CN(C)C(=O)Nc2cccc(C(F)(F)F)c2)OCc2ccccc2-c2c(n(C)c3ccccc23)C1=O,0.6
C[C@H](CO)N1C[C@H](C)[C@H](CN(C)C(=O)Nc2cccc3ccccc23)OCCCC[C@H](C)Oc2ccc(NS(C)(=O)=O)cc2C1=O,0.8
CO[C@H]1CN(C)C(=O)c2cc(NC(=O)c3cccc(F)c3)ccc2OC[C@H](C)N(C)C[C@H]1C,-0.3
COc1ccc(C(=O)N2C[C@H]3[C@@H](c4ccccc42)[C@H](CO)N3C(=O)c2cccc(F)c2)cc1,0.3
C/C=C/c1ccc([C@@H]2[C@H](CO)N(C(=O)CN(C)C)C23CN(C(=O)C2CC2)C3)cc1,0.9
C[C@@H]1CCCCO[C@H](CN(C)S(C)(=O)=O)[C@H](C)CN([C@@H](C)CO)C(=O)c2cc(NC(=O)CCCN(C)C)ccc2O1,-0.2
C[C@H]1CN([C@@H](C)CO)C(=O)c2cc(-c3ccccc3F)cnc2O[C@H]1CN(C)C(=O)C1CCC1,1.3
C[C@@H]1CN([C@@H](C)CO)C(=O)c2cc(NC(=O)c3ccncc3)ccc2O[C@@H](C)CCCCO[C@@H]1CN(C)C(=O)C1CCCCC1,0.7
Cc1cccc(S(=O)(=O)N(C)C[C@@H]2OCc3cn(nn3)CCCC(=O)N([C@@H](C)CO)C[C@@H]2C)c1,0.3
CCC(=O)N(C)C[C@H]1Oc2ncc(C#C[C@@H](C)O)cc2C(=O)N([C@H](C)CO)C[C@@H]1C,0.2
N#C[C@H]1[C@@H](c2ccc(C#CC3CC3)cc2)[C@@H](CO)N1C(=O)Cc1ccccn1,1.1
CC(C)NC(=O)Nc1ccc2c(c1)C(=O)N([C@@H](C)CO)C[C@@H](C)[C@H](CN(C)Cc1ccccc1)OCCCC[C@@H](C)O2,1.0
CCC(=O)NC[C@@H]1[C@@H](c2ccc(C3=CCCC3)cc2)[C@@H](CO)N1CC1CC1,-0.2
CC(C)NC(=O)N1[C@@H](CO)[C@@H](c2ccccc2)C12CN(Cc1ccc(Cl)cc1)C2,0.4
SMILES,TcdB inh
C[C@@H]1CN([C@H](C)CO)C(=O)c2cc(C#CC3CCCC3)cnc2O[C@@H]1CN(C)S(=O)(=O)c1cccc(F)c1,-0.6
COc1cc(CN2CC3(CN(C(=O)Nc4c(C)noc4C)C3)c3c([nH]c4cc(OC)ccc34)[C@H]2CO)cc(OC)c1,-1.5
COc1ccc(NC(=O)Nc2ccc3c(c2)C(=O)N([C@@H](C)CO)C[C@@H](C)[C@@H](CN(C)S(=O)(=O)c2ccccc2)O3)cc1,-0.2
N#C[C@H]1[C@@H](c2ccc(C3=CCCC3)cc2)[C@@H](CO)N1C(=O)c1ccccn1,-5.3
COc1ccc2c3c(n(C)c2c1)[C@@H](CO)NCC31CCN(Cc2cc(-c3ccccc3)on2)CC1,1.7
Cc1noc(C)c1NC(=O)N(C)C[C@@H]1Oc2ccc(NS(C)(=O)=O)cc2C(=O)N([C@H](C)CO)C[C@H]1C,-0.2
